Source: PubChem (Broad Institute)
PglD inh: inhibitors of Campylobacter jejuni PglD acetyltransferase | inhibition, % at 12.5 µM | AID 602405 | 360,000 compounds, 0.098% hits | purified PglD enzyme, DTNB colorimetric CoA detection; in the data active means inhibition above about 16%, passing the limit was not always enough; inconclusive means no clear call, values can overlap the other calls; further: strong numbers were not always called active
RAD52 anneal inh: RAD52 (human) annealing inhibition; 360,000 compounds, 0.46% hits; AID 651710; recombinant RAD52 DNA annealing, FRET fluorescence; P43351; inhibition, % at 18.7 µM;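 active means every replicate showing at least 50% inhibition; inconclusive means mean inhibition at least 50% but not in every replicate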
ERp5 inh: blocks human ERp5 reductase activity on insulin. Q15084. ERp5 insulin aggregation, absorbance 650 nm, 90 min. inhibition, % at 9.99 µM. 350,000 compounds, 0.05% hits. AID 651711;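 active means mean replicate inhibition above about 25%, with every replicate also reaching it, limit read from the data, passing the limit was not always enough; inconclusive means only one of those two criteria met; inactive means neither criterion met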
Target sequence (Q15084 whole entry, looked up): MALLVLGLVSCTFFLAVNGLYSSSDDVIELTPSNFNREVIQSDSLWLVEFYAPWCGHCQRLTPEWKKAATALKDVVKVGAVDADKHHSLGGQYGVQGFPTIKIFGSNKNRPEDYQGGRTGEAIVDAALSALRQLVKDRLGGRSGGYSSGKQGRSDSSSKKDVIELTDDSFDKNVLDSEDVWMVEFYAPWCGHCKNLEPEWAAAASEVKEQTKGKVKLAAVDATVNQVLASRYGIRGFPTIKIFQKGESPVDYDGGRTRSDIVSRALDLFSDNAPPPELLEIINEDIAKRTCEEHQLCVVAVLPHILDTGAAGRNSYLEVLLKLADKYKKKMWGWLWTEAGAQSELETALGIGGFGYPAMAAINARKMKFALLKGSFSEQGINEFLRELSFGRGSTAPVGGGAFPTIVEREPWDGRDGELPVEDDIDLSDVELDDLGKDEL
CASP6 VEID inh: caspase-6 (human) enzyme inhibition. purified caspase-6, Z-VEID-R110 cleavage fluorescence. inhibition, % at 12.5 µM. 350,000 compounds, 0.53% hits;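 active means mean inhibition across replicates at least about 35%, with every replicate also reaching that limit, limit read from the data; inconclusive means only one of the two criteria met; inactive means neither criterion met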;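 further: 0% = median of neutral control wells and 100% = no fluorescence left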
ARNT TACC3 PPI: disrupts binding between human ARNT and TACC3; Q9Y6A5; AlphaScreen His-ARNT PAS-B/GST-TACC3 binding, luminescence; TACC3 fragment carries E629A point mutation; inhibition, % at 9.99 µM; 390,000 compounds, 0.66% hits; AID 623870;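 active means mean inhibition of replicates at least 50% and at least half of replicates each reaching 50%; inconclusive means half or more replicates reach 50% but mean below 50%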;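 further: 0% = complete ARNT plus TACC3 wells and 100% = ARNT alone without TACC3; many hits fall short of the cut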
esBAF inh: SWI/SNF esBAF complex inhibition; mouse ES cells, Bmi1-luciferase knock-in reporter, 24 h; 100% = twice the neutral-well signal; reporter increase, % at 12.5 µM; 350,000 compounds, 2% hits; AID 602393; in the data active means activation above about 40%; inconclusive means no clear call, values can overlap the other calls;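 further: 0% = median of the plate's neutral control wells and 100% = double that signal; a rise in the Bmi1 reporter signal indicates esBAF inhibition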
RAD54 branch: RAD54 (human) branch migration inhibition. Q92698. RAD54 Holliday junction branch migration, FAM/BHQ fluorescence. inhibition, % at 10.4 µM. 360,000 compounds, 0.14% hits;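 active means mean normalized replicate activity at least 40 and at least half of replicates scoring 40 or more; inconclusive means only one of the two criteria met; inactive means mean below 40 and under half of replicates reaching 40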;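 further: 0% = median of neutral control wells and 100% = median of positive control wells; inhibitors cause a drop in the FAM fluorescence signal; in these data hits start at about 50%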
E-selectin induc: induces E-selectin expression in human endothelial cells; 260,000 compounds, 0.37% hits; HUVEC E-selectin immunofluorescence imaging; normalized: neutral wells 0, TNF-alpha wells 100; P16581; AID 686992; activation, % at 7.58 µM;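 active means mean E-selectin-positive cell signal at least 10% of the positive control, reached in at least 60% of replicates, without over 20% cell loss; inconclusive means no rule given, readout overlaps actives, possibly toxicity-flagged; inactive means the rest, including those meeting only one limit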;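 further: in these data hits start at about 27%; measured in HUVEC primary endothelial cells; signal is the percent of cells scored E-selectin positive by PE staining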
Target sequence (P16581 whole entry, looked up): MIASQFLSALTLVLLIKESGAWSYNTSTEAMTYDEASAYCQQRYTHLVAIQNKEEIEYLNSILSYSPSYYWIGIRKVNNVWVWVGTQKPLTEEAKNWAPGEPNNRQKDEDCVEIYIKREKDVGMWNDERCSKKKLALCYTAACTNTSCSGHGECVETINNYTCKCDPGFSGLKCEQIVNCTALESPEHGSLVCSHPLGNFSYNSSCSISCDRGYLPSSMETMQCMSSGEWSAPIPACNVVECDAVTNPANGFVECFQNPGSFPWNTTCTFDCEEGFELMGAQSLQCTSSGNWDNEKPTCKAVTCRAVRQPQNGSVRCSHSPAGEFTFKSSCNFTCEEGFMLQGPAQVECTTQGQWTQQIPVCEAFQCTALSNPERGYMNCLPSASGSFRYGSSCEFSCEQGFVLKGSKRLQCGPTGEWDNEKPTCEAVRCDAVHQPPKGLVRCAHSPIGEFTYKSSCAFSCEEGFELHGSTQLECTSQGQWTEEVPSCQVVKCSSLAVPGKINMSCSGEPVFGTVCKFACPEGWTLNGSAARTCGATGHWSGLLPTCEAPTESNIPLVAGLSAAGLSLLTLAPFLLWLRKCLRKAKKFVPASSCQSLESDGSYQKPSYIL
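material = human umbilical vein endothelial cells (HUVEC), E-selectin induction | quantity = 3,000 cells/well | medium = EGM-2 growth medium on 0.1% gelatin-coated wells | technique = immunofluorescence imaging | read-out basis = % PE-positive cells | control set = TNF-alpha positive control, DMSO neutral control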
* marks the source's active call; other numbers are inactive results; i = inactive; ? = inconclusive; / = no result given.

SMILES	PglD inh	RAD52 anneal inh	ERp5 inh	CASP6 VEID inh	ARNT TACC3 PPI	esBAF inh	RAD54 branch	E-selectin induc
CC(C)(C)NCC(O)COc1ccccc1C1CCCC1 (centres undefined)	-0.4	11.3	-0.7	-2.1	-2.8	-8.7	-1.6	0.0
CCCCc1ccc(NC2=NCC(=O)N2CCc2ccccc2)cc1	2.4	-5.5	10.4	-0.4	-4.5	-1.9	-1.7	2.5
CCCCn1c(N)c(N(CCOC)C(=O)c2cc(S(=O)(=O)N3CCCCC3)ccc2Cl)c(=O)[nH]c1=O	-2.7	-12.3	1.1	-3.7	-2.6	-8.7	6.4	/
Cc1ccc(NC(=O)CSCC(=O)N(C)CC(=O)Nc2cccc(F)c2)cc1	0.4	-5.7	-3.4	-0.5	-3.0	2.4	2.9	1.3
CC(CC(=O)Nc1ncc([N+](=O)[O-])s1)c1ccccc1 (centres undefined)	1.7	-15.1	-0.7	-1.6	25.6	13.0	5.1	-1.9
CC(=O)Nc1c(Br)cc2c(c1Br)Cc1cc([N+](=O)[O-])ccc1-2	-0.4	4.3	0.3	0.6	-3.7	14.8	6.9	0.7
O=C(Cc1ccccn1)N[C@@H]1CC[C@@H](CCn2cc(-c3cccnc3)nn2)O[C@H]1CO	-3.0	-17.4	3.1	-0.5	-9.2	4.4	-3.3	-0.1
Cc1nc2scc(-c3ccccc3)c2c(=O)n1/N=C/c1ccco1	0.8	/	/	/	22.1	3.7	-2.4	/
CN1CCCCC(NC(=O)c2ccccn2)C1=O (centres undefined)	/	-32.2	0.0	-2.9	/	/	/	-0.3
O=C(CN1CCc2cc3c(cc2C1)OCCCO3)Nc1cccc(Br)c1	-5.7	-24.9	-0.8	-2.2	-17.0	-22.3	3.3	/
COc1ccc(CN(C)C[C@H]2OCCCC[C@@H](C)Oc3ccc(NS(=O)(=O)c4ccc(Cl)cc4)cc3C(=O)N([C@H](C)CO)C[C@@H]2C)cc1	1.4	49.6	1.7	1.2	1.6	-4.0	-4.7	/
CCCNC(=O)N(C)C[C@@H]1Oc2ncc(C#Cc3ccncc3)cc2C(=O)N([C@H](C)CO)C[C@@H]1C	1.6	-8.8	9.7	0.6	-2.5	-1.3	10.4	-2.3
CCOc1cc(CNc2ccc(S(N)(=O)=O)cc2)ccc1OCC(=O)NC(C)(C)C	/	-10.2	-11.8	1.3	/	3.7	/	/
Cc1ccc(S(=O)(=O)Nc2ccc3c(c2)C(=O)N([C@@H](C)CO)C[C@H](C)[C@H](CN(C)C(=O)Nc2cccc4ccccc24)OCCCC[C@@H](C)O3)cc1	1.3	11.9	-0.2	-4.2	16.0	5.3	-15.1	-0.2
O=C(NCc1cccnc1)C1c2ccccc2C(=O)N1C1CCCC1 (centres undefined)	/	1.7	-2.3	0.5	-5.6	2.0	-5.6	-0.3
CC(=O)N(C[C@H]1N[C@H](CO)[C@@H]1c1ccc(-c2ccccc2)cc1)C(C)C	-1.6	5.2	-2.4	-2.9	-2.2	-0.9	5.4	0.1
O=C(/C=C/c1ccco1)Nc1cc(Cl)ccc1C(=O)O	6.6	/	/	/	-9.8	4.7	-5.6	/
Cc1cccc(NC(=O)CSC2=NN3CCCC(=O)N=C3S2)c1C	-5.1	-10.7	-4.7	0.8	-0.5	-1.6	10.1	-1.1
CCOC(=O)C1=C(C)N=C2SCCC(=O)N2C1c1cccs1 (centres undefined)	6.1	/	/	/	5.0	-2.6	-6.5	/
COc1ccc(OC)c(C(O)c2coc3ccc(O)c(CN(C)C)c23)c1 (centres undefined)	-0.7	/	/	/	-3.8	-4.0	13.4	/
COc1ccccc1C(=O)NC(CCSC)C(=O)NCc1ccncc1 (centres undefined)	-1.5	-8.7	-13.4	0.0	3.6	-4.8	5.2	0.0
CC(=O)OC[C@@H]1CN(Cc2ccccc2)C[C@H](n2cnc3c(N4CCN(c5ccccc5)CC4)ncnc32)O1	-2.5	-13.7	3.9	2.8	/	-6.8	0.1	-0.2
Cc1ncsc1C(=O)NCc1ccc(N2CCCC2=O)cc1	1.0	/	/	/	23.5	-3.7	4.3	/
CCOC(=O)C1CSC(CC(=O)Nc2ccc(Cl)c(Cl)c2)C(=O)N1 (centres undefined)	0.0	/	/	/	0.4	-7.7	3.9	/
CCc1ccc(Nc2n[n+](-c3ccccc3)c(-c3cccc(C)c3)s2)cc1	6.0	-24.4	3.7	2.5	-18.2	-18.7	-21.5	-0.1
CCN1C(=O)/C(=C/C=C2/SCCN2C)SC1=S	0.3	/	/	/	3.7	-1.7	1.6	/
CCOc1ccc(NC(=O)CSc2nnc(Cc3cccn3C)n2-c2ccc(OC)cc2)cc1	-3.5	-20.6	?	-1.0	-2.2	-2.9	5.9	/
CN(C)CCCCCCNC(=O)[C@@H]1C[C@@H]2C(=O)N3CCC[C@H]3C(=O)N2[C@@H]1c1ccc(O)cc1	0.7	13.8	-0.2	-5.3	-19.2	/	8.8	/
CC(C)CNC(=S)N1CCN(Cc2ccc3c(c2)OCO3)CC1	/	-0.7	1.8	-1.6	1.6	4.1	/	/
CC[C@]12c3[nH]c4ccccc4c3CCN1C(=O)C(CC(=O)NCCCOC)C[C@@H]2C(=O)N1CCN(C(=O)c2ccco2)CC1 (some centres undefined)	0.8	0.7	0.3	-0.6	-1.2	0.6	-5.6	0.0

An excerpt from above in order of SMILES length, ascending.
SMILES	PglD inh	RAD52 anneal inh	ERp5 inh	CASP6 VEID inh	ARNT TACC3 PPI	esBAF inh	RAD54 branch	E-selectin induc
CCN1C(=O)/C(=C/C=C2/SCCN2C)SC1=S	0.3	/	/	/	3.7	-1.7	1.6	/
O=C(NCc1cccnc1)C1c2ccccc2C(=O)N1C1CCCC1 (centres undefined)	/	1.7	-2.3	0.5	-5.6	2.0	-5.6	-0.3
CC(=O)N(C[C@H]1N[C@H](CO)[C@@H]1c1ccc(-c2ccccc2)cc1)C(C)C	-1.6	5.2	-2.4	-2.9	-2.2	-0.9	5.4	0.1

Other results follow:
SMILES	PglD inh	RAD52 anneal inh	ERp5 inh	CASP6 VEID inh	ARNT TACC3 PPI	esBAF inh	RAD54 branch	E-selectin induc
O=C(O)c1ccc(CSc2nnc(-c3ccco3)n2-c2ccccc2)cc1	/	-1.8	-12.4	-1.5	-1.6	/	/	/
COc1ccc(NC(C#N)c2ccc(OC)cc2)cc1 (centres undefined)	3.4	/	/	/	-3.8	-5.8	-3.6	/
Clc1ccccc1-c1nnc2sc(-c3cccs3)nn12	-1.5	/	/	/	14.3	6.5	3.4	/
O=C1CCCc2c1[nH]c1ccccc21	3.4	/	/	/	3.9	7.1	-11.4	/
O=S(=O)(N[C@H]1CC[C@@H](CCn2cc(Cc3ccccc3)nn2)O[C@@H]1CO)c1ccccc1F	-1.4	-16.5	0.9	-0.1	2.3	1.7	1.3	0.1
C=CCOC(=O)Nc1nc(CCNC(=O)OC(C)(C)C)c(C(=O)OC)s1	/	0.5	8.8	0.0	/	/	/	0.3
C[C@H](CO)N1C[C@H](C)[C@H](CN(C)S(=O)(=O)c2cccs2)Oc2ccc(NC(=O)CCN3CCOCC3)cc2C1=O	9.0	-1.6	-2.9	0.0	/	3.9	0.7	-8.9
CC(=O)CC1(OC(C)=O)C(=O)N(C)c2ccccc21 (centres undefined)	/	-7.8	21.5	1.1	-3.8	/	/	/
CCSc1ncccc1C(=O)N[C@@H](CCSC)C(=O)OC	6.0	-4.3	3.3	-1.0	/	/	-9.7	-0.1
COc1ccc(S(=O)(=O)Nc2ccc3c(c2)CC(=O)N([C@H](C)CO)C[C@@H](C)[C@H](CN(C)S(=O)(=O)c2ccc(Cl)cc2)O3)cc1	3.8	15.7	-3.7	1.9	-7.5	4.7	0.1	-0.3
Cc1ccc(S(=O)(=O)N(C)C[C@@H]2Oc3ccc(NC(=O)C4CC4)cc3CC(=O)N([C@@H](C)CO)C[C@H]2C)cc1	-5.7	10.9	-1.5	-0.2	5.9	-1.6	-4.7	0.1
COc1cccc(-c2c(C(=O)N/N=C/c3cccnc3)nnn2-c2nonc2N)c1	-0.1	-9.9	-8.9	4.2	-6.0	5.3	-2.6	8.3
Cc1cccc(OCc2nnc3n2CCCCC3)c1	0.3	/	/	/	-1.8	11.0	-1.4	/
O=C(Nc1c(F)cc(F)cc1Br)c1cc(-c2ccco2)on1	6.8	/	/	/	-10.4	20.6	-7.7	/
C[C@@H]1CCCCO[C@H](CN(C)C(=O)NC2CCCCC2)[C@@H](C)CN([C@@H](C)CO)C(=O)c2cc(NC(=O)c3ccccc3)ccc2O1	1.0	/	/	/	1.3	-4.0	-4.4	-0.2
COc1cccc(S(=O)(=O)N2CC3(CN[C@H](CO)c4c3c3ccc(OC)cc3n4C)C2)c1	/	7.4	-1.0	0.7	/	/	/	-0.5
COc1ccc(S(=O)(=O)N2Cc3ccccc3CC2C(=O)N2CCOCC2)cc1OC (centres undefined)	-5.1	/	/	/	-2.8	6.9	-10.1	/
COc1cccc(NC(=S)N(C)C2CCN(C)CC2)c1	1.2	-2.9	-0.9	-14.8	-12.9	-1.7	13.9	0.0
CC(=O)N1C(=O)N(C(C)=O)C2C1N(C(C)=O)C(=O)N2C(C)=O (centres undefined)	4.3	/	/	/	-4.0	-0.3	3.5	/
COc1cc(CCN(C(=O)c2cc3ccccc3[nH]2)C(c2ccccn2)c2nc3ccccc3[nH]2)cc(OC)c1 (centres undefined)	1.7	-21.0	-0.8	1.6	/	26.3	3.8	0.3
O=C(Nc1ccccc1Cl)Nc1ccccc1Cl	0.3	-14.1	-3.0	1.1	-0.8	/	9.9	1.7
CCCN1CCN(C(=O)C2CCN(c3nnc(C)c4c(C)n(-c5ccc(C)cc5)nc34)CC2)CC1	4.7	i	/	-78.6	2.4	3.4	-1.1	-1.7
C[C@H](CO)N1C[C@H](C)[C@@H](CN(C)C(=O)Nc2ccc(F)cc2)Oc2c(cccc2N(C)C)C1=O	-0.3	-13.1	-2.4	-2.0	-8.4	3.5	3.6	-0.1
Cc1cc(-c2cc(NC(=O)Cc3c[nH]c4ccccc34)ccc2N(C)c2cccnc2)ccc1F	/	-44.0	2.8	0.8	/	/	/	0.5
Nc1nc(-c2ccccc2)c(-c2ccc([N+](=O)[O-])cc2)s1	-3.0	-4.2	-0.1	-0.6	-3.4	2.0	6.2	-0.8
O=C(CSc1ncnc2c1nnn2Cc1ccc(F)cc1)NC1CCCC1	/	-10.5	0.5	0.6	-3.8	/	/	0.6
COc1ccc(NC(=O)N2CCc3ccccc3C2)cc1	0.2	-9.2	-1.0	-4.7	-2.9	38.9	13.3	-0.1
C[C@H]1CN([C@@H](C)CO)C(=O)Cc2cc(NC(=O)CCC(F)(F)F)ccc2O[C@H]1CN(C)Cc1ccc(Oc2ccccc2)cc1	1.4	/	/	/	-4.5	-6.5	0.4	-0.9
COc1ccc(NC(=O)COc2ccccc2C(=O)NCC(c2ccccc2)N(C)C)cc1Cl (centres undefined)	0.7	2.0	2.6	14.0	8.2	-8.7	8.1	/
CO[C@H]1CC[C@H]2CCN(C)C(=O)[C@@H](C)N(C)C(=O)c3cccc(C#N)c3OC[C@@H]1O2	2.3	-1.7	-6.0	2.0	-3.8	0.0	2.8	0.0
CCOC(=O)C1CCCN(C(=O)c2ccc(Cn3c(=S)[nH]c4cc(C(=O)OC)ccc4c3=O)cc2)C1 (centres undefined)	/	-5.7	-7.9	-4.2	-9.3	/	/	0.0
C[C@H](CO)N1C[C@H](C)[C@H](CN(C)C(=O)c2ccc3c(c2)OCO3)Oc2cc(-c3ccccc3)ccc2S1(=O)=O	-10.5	9.3	6.0	/	/	-0.2	2.1	108.5*
O=C(NC(=S)NCCSc1ccccc1)c1cccnc1	/	-2.7	-4.7	0.9	-7.4	/	/	-2.0
